mHTT-CaM PPI inh: mutant huntingtin-calmodulin interaction inhibitors – biochemical, AlphaScreen, primary screen; inhibition, % at 15 µM; AlphaScreen His-mHTT/GST-CaM binding, luminescence; hit rate 3.6% among 190,000;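 note: 0% = both proteins with DMSO and 100% = one protein alone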
Pf apPOL inh: Pf-apPOL inhibitors, biochemical, fluorescence | Plasmodium falciparum apicoplast DNA polymerase (apPOL) | Recombinant Pf-apPOL, molecular beacon fluorescence, 1.5 h | inhibition, % at 10 µM | hit rate 0.25% among 210,000 | AID 1794808, 2022
* hit, by the source's call; . = not tested or not shown; & = joins results of further samples. Cut-off read from the data, not from the text of the source: active = inhibition above about 50%; inactive = the rest.

The opening four entries (preview)
SMILES | mHTT-CaM PPI inh | Pf apPOL inh
COc1nccc(N2CCC(CC(=O)N3CCCN(c4ncccn4)CC3)CC2)n1 | 2 | -5
CC(=O)N1c2ccccc2NC2=C(C(=O)CC(C)(C)C2)C1c1cccc([N+](=O)[O-])c1 (stereo not given) | 3 | -7
Cc1ccc(Cn2c(SCC(O)CO)nc3c2c(=O)[nH]c(=O)n3C)cc1 (stereo not given) | -3 | 3
CCOc1ccc(-c2nnc(Nc3ccc(OC)c(C(N)=O)c3)c3ccccc23)cc1 | 65* | -2

Results (from the top)
SMILES | mHTT-CaM PPI inh | Pf apPOL inh
COc1nccc(N2CCC(CC(=O)N3CCCN(c4ncccn4)CC3)CC2)n1 | 2 | -5
CC(=O)N1c2ccccc2NC2=C(C(=O)CC(C)(C)C2)C1c1cccc([N+](=O)[O-])c1 (stereo not given) | 3 | -7
Cc1ccc(Cn2c(SCC(O)CO)nc3c2c(=O)[nH]c(=O)n3C)cc1 (stereo not given) | -3 | 3
CCOc1ccc(-c2nnc(Nc3ccc(OC)c(C(N)=O)c3)c3ccccc23)cc1 | 65* | -2
CCCOc1ccc(-c2c(C#N)c(N)n3c(nc4ccccc43)c2C#N)cc1OC | -8 | -5
CCSc1nc2cc(Cl)ccc2s1 | -35 | 7
CCCCCNC(=O)c1ccc2c(c1)ncn2-c1ccc(OC)cc1 | 6 | 27
CCc1nncn1C1CCN(C(=O)c2cc(-c3cccs3)[nH]n2)C1 (stereo not given) | -4 | -6
Cc1ccc(NC(=O)CSc2nccn2-c2ccc(F)cc2)cc1Cl | 36 | 12
NC(=O)c1c(NC(=O)C2CCCN(C(=O)c3cccs3)C2)sc2c1CCCC2 (stereo not given) | 29 | -11
CCN(C)C(=O)c1ccccc1N1CCC(NC(=O)C(C)C)CC1 | 3 | -58
CC(=NOCC(=O)Nc1ccc(OC(F)(F)F)cc1)c1ccc(Cl)cc1 | . | -4&-4

Two of the compounds above, tab-delimited:
smiles	mHTT-CaM PPI inh	Pf apPOL inh
Cc1ccc(Cn2c(SCC(O)CO)nc3c2c(=O)[nH]c(=O)n3C)cc1 (stereo not given)	-3	3
CCOc1ccc(-c2nnc(Nc3ccc(OC)c(C(N)=O)c3)c3ccccc23)cc1	65*	-2

Of the compounds above, these contain a thiophene ring, fused or not:
SMILES | mHTT-CaM PPI inh | Pf apPOL inh
CCc1nncn1C1CCN(C(=O)c2cc(-c3cccs3)[nH]n2)C1 (stereo not given) | -4 | -6
NC(=O)c1c(NC(=O)C2CCCN(C(=O)c3cccs3)C2)sc2c1CCCC2 (stereo not given) | 29 | -11

Additional results follow.
SMILES | mHTT-CaM PPI inh | Pf apPOL inh
CC1CN(c2nc(-c3cccc([N+](=O)[O-])c3)cs2)CC(C)O1 (stereo not given) | 2 | 4
COCCN1CCC(N2CCCN(C(=O)Nc3ccccc3OC)CC2)C1=O (stereo not given) | -3 | -6
CNC(=O)CN(Cc1ccc(Br)cc1)S(=O)(=O)c1ccccc1 | 1 | 12
Nc1ccc(Br)cc1C(O)c1ccccc1Cl (stereo not given) | 4&-2 | -4&-1
Cc1cccc(NC(=O)C(C)Oc2ccc(Cl)cc2Cl)n1 (stereo not given) | -64 | -7
CN(C)c1ccc(C(=O)N2CCc3c(c(-c4nc(-c5ccccc5F)no4)nn3C)C2)cc1 | -3 | -2
CN1CCCc2cc(C(=O)NC3CCCC3)sc21 | 3 | 0
CC(C)NC(=O)c1ccc(OCC2CCCN2C(=O)c2cccs2)cc1 (stereo not given) | 3 | -2
CCc1ccc(N2CC(C(=O)N3CCN(C4CCCC4)CC3)CC2=O)cc1 (stereo not given) | 3 | -3
O=C(c1csc(CN2CCN(c3cccc(Cl)c3)CC2)n1)N1CCOCC1 | 18 | 0
CCCC(C)C(=O)N1CCCc2ccccc21 (stereo not given) | -9 | 1
O=C(NCC(c1cccnc1)N1CCN(Cc2ccccc2)CC1)NC1CCCCC1 (stereo not given) | -3 | -6
COc1nccnc1NS(=O)(=O)c1ccc(NC(=O)c2ccc(C(C)(C)C)cc2)cc1 | 13 | -5
CCCCN(CCCC)c1ccc(N=Nc2ccc([N+](=O)[O-])cc2)cc1 | . | -5
OCC#Cc1ccc(-c2cccnc2)s1 | . | 2
O=C(Nc1ccccc1)c1ccc(Br)o1 | 6&-1 | -6&1
O=C(C1=C(O)C(=O)N(c2nncs2)C1c1ccccc1F)c1cccs1 (stereo not given) | 17 | -8
CCc1ccc(C(=O)N2CCN(c3nc4ccccc4n(C)c3=O)CC2)cc1 | 3 | -1
O=C(c1ccccn1)N1CCCC(c2n[nH]c(C3CC3)n2)C1 (stereo not given) | 5 | 2
Cc1ccc(CNC(=O)c2nc(C)n(C3CCN(C)CC3)c2C)o1 | 13 | -2
COC(=O)CCN1C(=O)C(=Cc2ccc3c(c2)OCO3)SC1=S | 18 | 1
O=C(c1cc2nc(-c3ccccc3)cc(C(F)(F)F)n2n1)N1CCN(Cc2ccccc2)CC1 | 6 | -1
Cc1cc(C)n(CC(=O)Nc2ccc(-n3cnnn3)cc2)n1 | -12 | 2
CC(NC(=O)C(=O)Nc1cccnc1)c1ccccc1 (stereo not given) | -14 | -6

Record cards, from the list above. Values in the order: mHTT-CaM PPI inh	Pf apPOL inh
Results for OCC#Cc1ccc(-c2cccnc2)s1 : .	2
Results for COC(=O)CCN1C(=O)C(=Cc2ccc3c(c2)OCO3)SC1=S : 18	1
Results for CC(NC(=O)C(=O)Nc1cccnc1)c1ccccc1 (stereo not given) : -14	-6

Following part.
SMILES | mHTT-CaM PPI inh | Pf apPOL inh
FC(F)(F)c1cccc(-c2nnc(-c3ccc(Cl)cc3Cl)o2)c1 | . | 1
O=C(CCN1C(=O)c2cccc([N+](=O)[O-])c2C1=O)Nc1cccc(C(F)(F)F)c1 | 4 | 4
Nc1nc2ncc(=O)[nH]c2c(=O)[nH]1 | . | -4
Cc1ccc(N2C(N)=C(C#N)C(c3cc(C)sc3C)C3=C2CC(C)(C)CC3=O)cc1 (stereo not given) | 39 | -8
CC1(C)C(C=C(Cl)Cl)C1C(=O)Nc1ccc(I)cc1 (stereo not given) | 45 | -2
O=C1OC(c2ccc([N+](=O)[O-])cc2Cl)=N/C1=C\c1ccc(Cl)cc1 | -5 | -7
COc1ccc(-c2cc3n(n2)CCCN(C(=O)c2cc4ccccc4[nH]2)C3)cc1 | 40 | 3
CCSc1ccccc1C(=O)Nc1cccc2ccc(-n3ccnc3)nc12 | 82* | -3
Cc1ccc(CCN2CC(C(=O)NCCc3ccccc3)CC2=O)cc1 (stereo not given) | -3 | -1
C=CCn1c(SCc2csc(C)n2)nc2sc(C)c(C)c2c1=O | -10 | -9
CCc1ccc(C2CC(c3cc(OC)c(OC)c(OC)c3)n3ncnc3N2)cc1 (stereo not given) | 22 | -16
O=S(=O)(N=C(Nc1ccccn1)c1ccc(F)cc1)c1ccc(Cl)cc1 | 2 | 8
CCC1Sc2ccccc2N(CC(=O)NCc2ccccn2)C1=O (stereo not given) | 10 | -12
Cc1ccnc(NC(=O)CCc2nc(-c3ccccc3F)no2)c1 | -2 | -6
COc1cc(/C=C2/SC(N(C)c3ccc(O)cc3)=NC2=O)ccc1O | 11 | 3
O=c1c2c(n3cnnc3n1-c1ccccc1)-c1ccccc1CC21CCCCC1 | 14 | -2
O=C(Cc1ccccc1)Nc1ccccc1NC(=O)Cc1ccccc1 | 2 | -7
CCOc1ccc2nc(Nc3ncc4c(n3)CCCC4=O)nc(C)c2c1 | 4 | -1
CC(C)C(Nc1nc2ncn(Cc3ccccc3)c2c(=O)[nH]1)C(=O)O (stereo not given) | 2 | 0
CCCn1c(CCc2ccc(NS(=O)(=O)CC)cc2)nc2ccccc21 | 2 | -7
Nc1nonc1-c1noc(-c2ccc([N+](=O)[O-])cc2Cl)n1 | 9 | -5
COc1ccc(C(=O)Nc2c3c(nc4c2CCC4)CCCC3)cc1OC | 0 | -8
CCN(CCCNC(=O)C1=C(C)C(=O)OC12CCCCC2)Cc1ccccc1 | -9 | -2
COCCN1C(=O)CCc2cc(NS(=O)(=O)c3cccc(C)c3)ccc21 | 7 | -1
N#Cc1ccc(S(=O)(=O)c2ccc(Cl)cc2)nc1 | . | -4
CCN1CCN(C(=O)c2cnn3c(-c4ccccc4)ccnc23)CC1 | -1 | -2
O=C(Nc1ccccc1F)c1nn(-c2ccc(Cl)cc2)c(=O)c2ccccc12 | -2 | -2
CCCN1C(=O)CCc2cc(NC(=O)c3ccc(Cl)s3)ccc21 | 12 | -20
Cc1ccc(C)c(N2CCN(S(=O)(=O)c3ccc(F)cc3)C(C)C2=O)c1 (stereo not given) | 6 | 0
Cc1nc(Cn2cccc2C(=O)Nc2cccc(F)c2)no1 | 5 | 5
CN(Cc1ccccc1)S(=O)(=O)c1cc(C(=O)Nc2ccc(F)c(F)c2)ccc1F | -1 | 27
CCc1ccc(NC(=O)CSC2=C(C#N)C3(CCCCC3)C(C#N)C(=O)N2)cc1 (stereo not given) | -6 | -10
O=S(=O)(NCCN1CCOCC1)c1ccc2ccccc2c1 | 3 | -3
COc1ccccc1NC(=O)CN1CCC(c2nc(-c3ccc(F)cc3)no2)CC1 | -3 | 4
N#CC1C(=N)OC2=C(C(=O)CCC2)C1c1ccc2noc(-c3ccccc3)c2c1 (stereo not given) | 11 | -9
O=C(NCc1ccc(F)cc1)N1c2ccccc2Sc2ccccc21 | -2 | -4
COCCNc1nc(-c2cccc(Cl)c2)nnc1C | 38 | -3
CC1=C(C(=O)Nc2ccc(C)cn2)C(c2ccc3c(c2)OCO3)C2=C(CCCC2=O)N1 (stereo not given) | 0&-1 | -44&-2
CCCC12CN3CC(CCC)(CN(C1)C3c1ccc(O)c(OC)c1)C2=O (stereo not given) | 3 | 6
O=C(Nc1cnc(-c2cccc(Cl)c2)nc1)C1CCC1 | -6 | 1
Cc1noc(C)c1S(=O)(=O)N1CCN(C(=O)C2COc3ccccc3O2)CC1 (stereo not given) | . | 0
O=C1CC2(CCCC2)CC(=O)N1CCCCN1CCN(c2ncccn2)CC1 | . | -6
Cc1cc(C)[n+](C)n1-c1ccccc1 | 3 | -3
Clc1ccccc1-c1nnc(-c2ccccc2Br)o1 | -41 | 6
O=c1c(S(=O)(=O)N2CCCCCC2)cccn1Cc1ccccc1F | -7 | -4
CCCN(CCC)S(=O)(=O)c1ccc(C(=O)Nc2nnc(-c3cccc(OC)c3)o2)cc1 | 5 | -3
CC(C)(C)NC(=O)CN(Cc1ccccc1)S(=O)(=O)c1ccc(F)cc1 | -4 | -11
COc1ccc(OC)c(NC(=O)c2ccc(N(Cc3ccc(C)cc3)S(C)(=O)=O)cc2)c1 | 14 | -3
COc1cc(NC(=O)c2ccc(-c3cccc(Cl)c3)o2)ccc1NC(=O)c1ccco1 | 28 | 9
Cc1ccc(N(CC(=O)Nc2ccccc2C(N)=O)S(=O)(=O)c2ccccc2)cc1C | 11 | -2
COc1ccccc1CNC(=O)C12CC3CC(CC(C3)C1)C2 | -2 | 0
Cc1ccc(-c2cc(C(F)(F)F)n3ncc(C(=O)N(C)CCC#N)c3n2)cc1 | 1 | -2
CCc1c(C)[nH]c2c1C(=O)C(CN1CCOCC1)CC2 (stereo not given) | . | -1
CCc1cc(C(=O)Nc2cc(F)cc(F)c2)no1 | -14 | -2
COc1ccc([N+](=O)[O-])cc1NS(=O)(=O)c1ccccc1 | -3 | -4
O=C(Nc1ccc(Br)cc1F)N1CCCC1c1cccc(F)c1 (stereo not given) | -29 | -4
O=C(NCC1(c2cccs2)CCCC1)c1ccc(F)cc1Cl | -18 | -3
O=C(NCc1ccccn1)c1ccc2c(c1)N(Cc1ccccc1F)C(=O)CS2 | 46 | -2
CCCCSc1nnc2c(n1)OC(CC)Nc1ccccc1-2 (stereo not given) | 0 | 14
CC(CCO)Nc1nc2c(c(=O)n(C)c(=O)n2C)n1Cc1ccccc1Br (stereo not given) | 6 | 4

Next section:
SMILES | mHTT-CaM PPI inh | Pf apPOL inh
CCc1ccc(OCC(=O)Nc2c(C)cc(C)cc2C)cc1 | -14 | -3
N#CC1=C(N)N(c2ccccc2[N+](=O)[O-])C2=C(C(=O)CCC2)C1c1ccsc1 (stereo not given) | 8 | 4
COc1ccccc1C(=O)N1CCN(c2nc(CN3CCC(C)CC3)cs2)CC1 | 8 | 3
Cc1ccc(-c2nc3ccc(Br)cc3c(=O)o2)cc1[N+](=O)[O-] | 1 | 5
O=C(c1ccc(OCC2CCCN(C(=O)C3CCCC3)C2)cc1)N1CCCC1 (stereo not given) | -5 | -3
O=C(Nc1ccc(F)cc1)c1cn(-c2ccccc2)nc1-c1cccnc1 | 24&4 | 12&2
CC1=NN(c2cccc(C(=O)O)c2)C(=O)/C1=C/c1ccc(-c2cc(Cl)ccc2Cl)o1 | 32 | -4
Cc1cccc(NC(=O)C(O)c2ccccc2)c1 (stereo not given) | -9 | -8
CCC(C)NS(=O)(=O)c1ccc2c(c1)C(=O)c1cc(S(=O)(=O)NC(C)CC)ccc1-2 (stereo not given) | 12 | -5
CCOC(=O)CN1CCN(c2cccc3ccccc23)C(=O)C1C (stereo not given) | 2 | -5
CN(C)c1nc2c(c(=O)n(Cc3ccccc3)c(=O)n2C)n1Cc1ccccc1 | 13 | -8
O=C(c1ccoc1)N1CCCC(c2nc(-c3ccc(F)cc3)n[nH]2)C1 (stereo not given) | 0 | 4

Screening results from PubChem.

Some of the compounds tested. The share of hits here may be higher or lower than overall.
